Source: PubChem BioAssay (National Center for Advancing Translational Sciences (NCATS))
Epigenetic reg = epigenetic control regulation, reporter derepression; murine LDR cells, GFP reporter derepression, 30 h; Potency, µM (titrated, usually from 53.9 µM), without a hit: at the highest dose GFP activation, usual class: activators; 0.2% of 280,000 active; AID 1865; note: potency is the fitted concentration of half-maximal effect; % of control where 0% means no effect; nearly all actives have a fitted effect of over 60% in size
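Derepression of a silenced CMV-GFP reporter in murine LDR cells is scored by enumerating GFP-positive cells with a laser-scanning microplate cytometer after 30 hours of treatment at 37 C.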
CBFb-RUNX1 inh = CBF-beta/RUNX1 interaction disruption. Q01196+Q13951. AlphaScreen CBFb-His/RUNX1-biotin binding, biochemical. Potency, µM (highest dose often 59.8 µM), without a hit: top-dose activity, negative = inhibition, most hits filed as inhibitors. 230,000 tested, under 10 active. AID 1477; note: % of control where 0% means no effect
Target sequence (Q01196 whole entry, looked up): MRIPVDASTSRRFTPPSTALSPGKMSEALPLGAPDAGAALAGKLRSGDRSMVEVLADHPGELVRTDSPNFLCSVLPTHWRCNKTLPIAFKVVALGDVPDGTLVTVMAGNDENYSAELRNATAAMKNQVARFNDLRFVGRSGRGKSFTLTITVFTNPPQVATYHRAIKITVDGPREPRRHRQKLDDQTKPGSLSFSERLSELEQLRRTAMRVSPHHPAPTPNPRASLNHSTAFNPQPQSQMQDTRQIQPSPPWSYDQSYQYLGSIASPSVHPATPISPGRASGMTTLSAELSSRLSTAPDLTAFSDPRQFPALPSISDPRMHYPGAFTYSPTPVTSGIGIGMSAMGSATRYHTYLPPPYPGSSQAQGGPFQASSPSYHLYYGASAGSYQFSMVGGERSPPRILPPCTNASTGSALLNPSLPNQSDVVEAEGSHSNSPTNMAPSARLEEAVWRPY
Target sequence (Q13951 whole entry, looked up): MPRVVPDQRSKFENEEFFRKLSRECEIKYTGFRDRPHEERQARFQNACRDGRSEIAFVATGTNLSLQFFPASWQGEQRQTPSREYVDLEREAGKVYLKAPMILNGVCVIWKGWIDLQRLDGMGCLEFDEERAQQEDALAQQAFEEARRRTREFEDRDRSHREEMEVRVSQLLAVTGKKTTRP
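Compounds were screened at multiple concentrations against a preformed CBF-beta(His)/RUNX1(biotin) complex (30 nM of each) for 15 min at room temperature, followed by 90 min with nickel and streptavidin beads and AlphaScreen reading.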
LMNA splice mod = LMNA splicing modulation; Potency, µM (doses to about 46.1 µM), without a hit: at the highest dose ratio change, negative = inhibition, usual class: inhibitors; AID 1487; 0.01% of 200,000 active; HeLa LMNA splicing GFP/RFP minigene ratio, 48 h; active = well fitted inhibition curve with a large enough effect in the signal ratio, with a control signal flat, not every such curve was filed as active; inconclusive = small, poorly fitted or top-dose-only effect, or effect the other way, or a change in a side signal; the % refers to the signal ratio; note: potency is the fitted concentration of half-maximal effect; % is set by controls: 0 for no effect and ±100 for the full control effect
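S3 HeLa stable clones carrying a lamin A-EGFP splicing minigene plus DsRed2 were seeded at 600 cells/well in Opti-MEM with 2% FBS, pin-dosed and incubated 48 h at 37°C. Acumen cytometry (488 nm) gave the GFP/RFP total-intensity ratio.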
NPSR antagonist = antagonists of human neuropeptide S receptor cAMP signaling. AID 1461. Potency, µM (series often up to 38.3 µM), inactives show top-dose activity change, negative = inhibition, usual class: inhibitors. Q6W5P4. CHO-NPSR cells, cAMP TR-FRET, antagonist mode. 1% of 220,000 active; note: potency is the fitted concentration of half-maximal effect; % is set by controls: 0 for no effect and ±100 for the full control effect; nearly all actives have a fitted effect of over 50% in size; many of its hits are not listed in these tables
Target sequence (Q6W5P4 whole entry, looked up): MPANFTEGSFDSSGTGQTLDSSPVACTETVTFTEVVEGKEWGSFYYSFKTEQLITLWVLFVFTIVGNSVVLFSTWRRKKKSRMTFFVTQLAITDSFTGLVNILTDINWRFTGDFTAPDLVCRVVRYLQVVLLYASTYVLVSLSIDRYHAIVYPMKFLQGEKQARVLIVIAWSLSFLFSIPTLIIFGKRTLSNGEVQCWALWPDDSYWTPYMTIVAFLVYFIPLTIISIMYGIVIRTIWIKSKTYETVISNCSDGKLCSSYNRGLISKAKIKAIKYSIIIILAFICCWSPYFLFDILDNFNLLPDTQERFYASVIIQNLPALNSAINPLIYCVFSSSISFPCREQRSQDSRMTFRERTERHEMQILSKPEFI
Luc counter = blocks Kinase-Glo luciferase, a counter-screen artifact | Q27757 | Kinase-Glo luciferase, ATP luminescence, 8 min | Potency, µM (series often up to 38.3 µM), without a hit: at the top dose activity change, negative = inhibition, actives largely listed as inhibitors | 0.28% of 200,000 active | AID 1379; note: potency is the fitted concentration of half-maximal effect; % is set by controls: 0 for no effect and ±100 for the full control effect; nearly all actives have a fitted effect of over 60% in size
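Substrate mix (final 50 mM imidazole pH 7.2, 50 mM KCl, 7 mM MgCl2, 10 uM ATP, 0.01% Tween 20, 0.05% BSA) plus pin-tool compound, then Kinase-Glo detection mix; 8 min ambient, luminescence read.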
IMPase Li inh = IMPase inhibition in cells with lithium potentiation | CHO-M1 cells, IP1 TR-FRET (IP-One), carbachol + lithium | Potency, µM (titrated, usually from 59.4 µM), for inactives: top-dose activity, negative = IMPase inhibition, actives largely listed as inhibitors | 0.35% of 210,000 active | AID 1457;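 note: IP1 builds up when IMPase is blocked and the TR-FRET signal falls; potency is the fitted concentration of half-maximal effect; plate controls were basal vehicle for no effect and high inhibitor control for full effect; nearly all actives have a fitted effect of over 50% in size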
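Readout is a homogeneous TR-FRET IP1 immunoassay (Ex 320, Em 665 and 620), where raised cytosolic IP1 lowers signal. Cells were CHO-M1 treated 30 min at 37C with test compounds plus a little lithium; AC50 values came from Hill-equation fitting.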
aGal spleen mod = alpha-galactosidase A (human) modulation; AID 2107; human spleen homogenate, 4MU-alpha-Gal fluorescence, 40 min; Potency, µM (titrated, usually from 80 µM), for inactives: top-dose activity change, negative = inhibition, actives largely listed as inhibitors; 0.008% of 240,000 active; P06280;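 note: potency is the fitted concentration of half-maximal effect; 0% = enzyme with vehicle and -100% = no enzyme basal signal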
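Fluorogenic readout (Ex 365/Em 440 nm) of 4-methylumbelliferone released from 1 mM 4-MU-alpha-galactoside by spleen homogenate, 40 min at 37C, pH 5.0. Data normalized to no-enzyme and enzyme controls; Hill-equation AC50 from compound titrations.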
The depositor's hits bear a star; ? = inconclusive; · = not tested or not shown; & = joins results of further samples; [ ] = remark or other dose. Unless noted, calls come from the whole dose curve; as a rule, active = well fitted curve in the direction sought with a large enough effect; inconclusive = small, poorly fitted or top-dose-only effect, or another doubt; inactive = no such curve, though single readings can be large; an effect the other way counts as inactive or inconclusive. An excerpt; the hit share may differ from the screen's.

SMILES	Luc counter	CBFb-RUNX1 inh	IMPase Li inh	NPSR antagonist	Epigenetic reg	aGal spleen mod	LMNA splice mod
CN(CCc1ccccn1)C(=O)Nc1ccc(Cl)cc1	-1%	3%	-12%[38.3 µM]	1%[46.1 µM]	-0.7%	3%	4%
COC(=O)c1sc2ncccc2c1OCc1ccc(Cl)cc1Cl	-1%	17%	8%[38.3 µM]	-8%[46.1 µM]	-1.0%	16%	-2%
COCCOC(=O)c1c(C)oc2ccc(OCc3cc(C(=O)OC)oc3C)cc12	1%	?	9%[38.3 µM]	?	1.5%	6%	12%
COc1ccc(NC(=O)c2sc3nc(-c4cccnc4)ccc3c2N)cc1OC	·	6%	·	0%[7.67 µM]	7.1µM*	7%	·
CCOC(=O)C(C)Oc1cccc2c(=O)n(CC(=O)NCc3ccco3)ccc12 (stereo not given)	4%	-1%	5%	?	-1.0%	0%	?
CC(=O)Nc1cccc(OCc2ccc(F)cc2)c1	-2%	12%	8%	7%	-0.4%	3%	-3%[46 µM]
COCCN1C=C(C(=O)OC)C(c2cc3c(cc2Br)OCO3)C(C(=O)OC)=C1	-1%	10%	?	-1%[46.1 µM]	0.9%	6%	0%
Cc1cc(C(=O)NNC(=O)c2ccc(C(F)(F)F)cc2)no1	·	7%	·	14%	-2.3%	-16%	·
CC(Sc1n[nH]c(N)n1)C(=O)Nc1cccc(S(=O)(=O)N2CCOCC2)c1 (stereo not given)	0%	9%	0%	9%	-1.4%	-8%	·
CC(C)CCOCC1CC2(CC(C)(c3csc(N)n3)OC2=O)C(=O)O1 (stereo not given)	0%	0%	-2%[38.3 µM]	-3%[46.1 µM]	-1.1%	7%	5%
COc1cc(NC(=O)c2ccc(-c3ccc(Br)cc3)o2)ccc1NC(=O)C(C)C	1%	2%	-8%[38.3 µM]	?	-0.2%	-7%	4%
COc1ccc(-c2cc(C(=O)Nc3cc(C)nn3-c3ccccc3)no2)cc1	0%	3%	?	?	-2.0%	-2%	-6%
Cc1ccccc1OCC(=O)Nc1ccccc1N1CCOCC1	1%	7%	9%	-25%[46.1 µM]	-1.5%	1%	-1%
O=C(NC1CCN(C(=O)Nc2cccc(F)c2)CC1)C1CCCCC1	-2%	4%	-4%[38.3 µM]	9%[46.1 µM]	7.2%	6%	6%
O=C(COC(=O)c1ccc(Br)cc1)NCc1ccc(F)cc1	2%	20%	-9%	12%	1.6%	-12%	-2%[46 µM]
CS(=O)(=O)c1ccc2c(c1)SC1=NC(=O)/C(=C/c3ccco3)C(=N)N12	-4%	?	8%[38.3 µM]	-16%[46.1 µM]	1.5%	-17%	18%
C/C(=N\NC(=O)c1cccc([N+](=O)[O-])c1)c1ccco1	·	2%	·	7%	-0.8%	0%	·
CC(=O)NCCc1ccc(O)cc1	·	18%	·	16%	0.0%	11%	·
COc1ccc(OCCC(=O)c2ccc(OC)cc2)cc1	·	24%	·	3%	2.1%	5%	·
Cc1cc(C)cc(OC(=O)CCN2C(=O)c3ccccc3C2=O)c1	1%	11%	0%	14%[46.1 µM]	-0.8%	-2%	-13%
CC1(C)NC(=O)N(CCOCCOc2ccccc2)C1=O	-2%	-1%	25%[38.3 µM]	-14%[46.1 µM]	-0.7%	3%	4%
Cc1nc2ccc(NC(=O)c3ccc(N4C(=O)CCC4=O)cc3)cc2s1	3%	19%	-1%	6%	-0.6%	3%	·
Cc1cc(C(=O)OCC(=O)Nc2ccc(F)cc2F)c(C)o1	9%	9%	-26%[38.3 µM]	-25%[46.1 µM]	-0.9%	2%	8%
COC(=O)c1ccc(CSc2nc3c(cnn3-c3ccc(F)cc3)c(=O)[nH]2)o1	0%	-5%	5%	-21%	0.0%	8%	-2%
COc1cccc2c1N1C(=O)c3c(C(=O)O)cccc3C1CC2(C)C (stereo not given)	4%	6%	-4%[38.3 µM]	-12%[46.1 µM]	-0.4%	4%	-2%

Next compounds.
SMILES	Luc counter	CBFb-RUNX1 inh	IMPase Li inh	NPSR antagonist	Epigenetic reg	aGal spleen mod	LMNA splice mod
COc1ccccc1Oc1ccc(S(=O)(=O)N2CCN(C)CC2)cc1	6%	2%	13%	-2%	-0.3%	5%	-11%[46 µM]
CCOC(=O)C1(Cc2ccccc2C(F)(F)F)CCN(C(=O)c2cc(C(C)=O)n[nH]2)CC1	1%	4%	15%	-22%	3.8%	4%	5%[46 µM]
Cc1ccc(Cn2nnc3c(=O)n(Cc4cccc(C)c4)cnc32)cc1	3%	4%	4%	8%[46.1 µM]	-0.9%	0%	-9%
CCCc1nnc(SCC(=O)N2CCCC(C)C2)n1CC1CCCO1 (stereo not given)	-3%	1%	-15%[38.3 µM]	-3%[46.1 µM]	-1.7%	-6%	11%
CC(C)OC(=O)C1C2C=CC3(CN(Cc4cccs4)C(=O)C13)O2 (stereo not given)	1%	0%	0%[38.3 µM]	3%[46.1 µM]	-0.7%	-5%	10%
Cc1ccc(NC(=O)c2ccco2)c(NC(=O)c2cccs2)c1	4%	-1%	-10%	-2%[46.1 µM]	0.0%	-9%	-13%
O=C(O)CC(NC(=O)C12CC3CC(CC(C3)C1)C2)c1cccc([N+](=O)[O-])c1 (stereo not given)	-1%	2%	8%	-15%	-0.1%	-5%	·
COc1cc(C2CC(=O)OC3=C2C(=O)CC(C)(C)C3)cc(OC)c1OC (stereo not given)	2%	-8%	?	0%	-1.2%	1%	·
COc1ccc(NS(=O)(=O)c2cccc(NC(=O)NCCCl)c2)cc1	5%	5%	-2%	-9%	10.0%	-3%	-17%[46 µM]
C=C1C(=O)OC2C[C@@]3(C)CCCC(=C)[C@@H]3CC12 (stereo not given in full)	2%	1%[21.7 µM]	13%	·	-6.5%	7%	·
NC(=S)n1[nH]c(-c2ccccc2)c(N=Nc2ccccc2C(=O)N2CCOCC2)c1=O	2%	-9%	7%	31%	-1.4%	-11%	·
COc1cc(C2N(c3ccc(Cl)cc3)C(=O)C3CCCN32)cc(OC)c1OC (stereo not given)	2%	4%	-4%[38.3 µM]	-12%[46.1 µM]	0.0%	-8%	-4%
Cc1ccccc1NCc1ccc(O)c2ncccc12	-2%	?	4%	-15%[46.1 µM]	?	6%	?
CN1CCC(=NNC(=O)c2ccc(N(Cc3ccc(Cl)cc3)S(C)(=O)=O)cc2)CC1	-3%	-11%	-2%	20%	6.6%	0%	-10%
N#C/C(=C\c1ccccc1)C(=O)Nc1cccnc1	·	-2%	·	3%	-0.8%	1%	·
Cc1ccccc1CS(=O)(=O)c1snnc1C	4%	4%	5%[38.3 µM]	-1%[46.1 µM]	-1.1%	-14%	3%
O=[N+]([O-])c1sccc1CS(=O)(=O)c1ccccc1	·	-1%	·	-27%	-1.0%	-1%	·
C=CCN(CC=C)C(=O)C[n+]1ccc(C(N)=O)cc1	·	5%	·	25%	2.3%	1%	·
COc1ccc(-c2nnc(SCC(=O)OC3CCCCC3)o2)cc1OC	-2%	-1%	13%[38.3 µM]	-4%[7.67 µM]	0.2%	?	0%
CCOC(=O)C1CCCN(C(=O)CN2CCN(Cc3ccc(Cl)cc3)C2=O)C1 (stereo not given)	-4%	3%	19%[38.3 µM]	-4%[46.1 µM]	0.6%	-12%	-2%
Cc1ccc(OCc2nnc(SCC(=O)NCc3ccccc3)n2C)cc1	-1%	1%	19%[38.3 µM]	-10%[46.1 µM]	0.9%	-2%	1%
O=C(CCn1ccc([N+](=O)[O-])n1)NC1CCCCCC1	-1%	0%	7%	3%	1.1%	3%	4%
C(=N\Nc1nc2ccccc2s1)/c1ccco1	4%	-4%	-7%[38.3 µM]	-22%[46.1 µM]	0.0%	6%	?
CCCOc1ccc(C(=O)NNC(=S)NC(=O)c2cc(-c3ccc(Cl)cc3)nc3ccccc23)cc1	-5%	-22%	-23%[38.3 µM]	-2%[46.1 µM]	-1.1%	-2%	-20%
CC1=NN(C(C#N)c2ccc([N+](=O)[O-])cc2)C(C)(C)C1 (stereo not given)	·	-2%	·	9%	2.5%	1%	·

The list goes on:
SMILES	Luc counter	CBFb-RUNX1 inh	IMPase Li inh	NPSR antagonist	Epigenetic reg	aGal spleen mod	LMNA splice mod
COc1cccc(C2=NOC(C(=O)NC(C)(C)C)C2)c1 (stereo not given)	6%	7%	-16%[38.3 µM]	-15%[46.1 µM]	3.2%	-5%	5%
COc1cc2cc(CN(Cc3cccs3)C(=S)Nc3ccc(C)cc3)c(=O)[nH]c2cc1OC	2%	0%	4%	-31%	?	4%	?
COc1ccccc1NC(=S)N1CCN(C(=O)C2CCCO2)CC1 (stereo not given)	-1%	14%	3%	8%	3.2%	0%	17%[46 µM]
COc1cccc(/C=N/n2cnc3ccccc32)c1OC	-3%	1%	17%[38.3 µM]	-5%[46.1 µM]	0.1%	17%	-3%
Cc1nc(N2CCc3ccccc3C2)[nH]c(=O)c1Cc1ccccc1	-2%	0%	-9%	-13%	1.1%	3%	·
CCCCOc1ccc(C(=O)Nc2ccc(S(=O)(=O)Nc3cc(C)on3)cc2)cc1OC	2%	9%	5%[38.3 µM]	-26%[46.1 µM]	-2.7%	-1%	?
NCCCC(O)(P(=O)(O)O)P(=O)(O)O	3%[39.9 µM]	2%&-2%&12%	-4%&-4%	·	1.6%&0.0%	6%&11%&9%	?
CC(C)(C)C(=O)/C=c1\[nH]c(=O)/c(=C\c2ccccc2F)s1	0%	-16%	1%	-37%	0.0%	3%	-21%[46 µM]

Single records, as listed above. Values in the order: Luc counter | CBFb-RUNX1 inh | IMPase Li inh | NPSR antagonist | Epigenetic reg | aGal spleen mod | LMNA splice mod
COc1cccc(/C=N/n2cnc3ccccc32)c1OC in the list: -3% | 1% | 17%[38.3 µM] | -5%[46.1 µM] | 0.1% | 17% | -3%
NCCCC(O)(P(=O)(O)O)P(=O)(O)O in the list: 3%[39.9 µM] | 2%&-2%&12% | -4%&-4% | · | 1.6%&0.0% | 6%&11%&9% | ?
